# Screening data deposited in PubChem BioAssay by Southern Research Specialized Biocontainment Screening Center.
# H1N1 NS1A inhibition – H1N1 influenza NS1A inhibitors, functional cell based assay (AID 504329). NS1A functional cell-based assay, percent inhibition; higher % means a stronger effect. one-dose inhibition, % at 12.5 µM; IC50 in µM for titrated hits. 340,000 compounds, 0.3% hits; in the data active means a potency from the dose series; inconclusive means inhibition above about 27% without an active follow-up result; further: strong numbers were not always called active
# tuberculosis growth – growth inhibition of non-replicating M. tuberculosis (AID 488890); 320,000 compounds, 0.39% hits; Mycobacterium tuberculosis non-replicating, growth inhibition; higher % means a stronger effect; inhibition, % at 25 µM; hits with a dose series show IC50 in µM; in the data active means a potency from the dose series; inconclusive means inhibition mostly from about 82% at the one dose, without a potency; inactive means the rest, 99 in 100 with inhibition below about 76%;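 further: plate controls were DMSO cells for no effect and high antibiotic wells for full effect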
# Salmonella PhoP GFP – PhoP regulon inhibitors, Salmonella typhi PhoP promoter GFP reporter, confirmatory (AID 1850) | one-dose inhibition, % at 50 µM; IC50 in µM for titrated hits | Salmonella Typhi PhoP-promoter GFP reporter, fluorescence, 4 h; higher % means a stronger effect | 310,000 compounds, 0.33% hits; in the data active means a potency from the dose series; inconclusive means inhibition mostly from about 25% at the one dose, without a potency; inactive means the rest, 99 in 100 with inhibition below about 19%;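 further: 0% = induced wells with vehicle and 100% = uninduced wells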
# M. tuberculosis HTS – M. tuberculosis growth inhibition, HTS (AID 449762); one-dose inhibition, % at 25 µM; IC50 in µM for titrated hits; 330,000 compounds, 0.59% hits; M. tuberculosis H37Rv growth inhibition, 7H9 media; higher % means a stronger effect; in the data active means a potency from the dose series; inconclusive means inhibition above about 70% without an active follow-up result;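 further: bacterial growth assessed after seven days of incubation; strong numbers were not always called active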
# inhibitors of VEEV – inhibitors of VEEV TC-83 cytopathic effect, confirmation, Vero cells (AID 588727). one-dose inhibition, % at 20 µM; IC50 in µM for titrated hits. Vero cells, VEEV TC-83 cytopathic effect inhibition; higher % means a stronger effect. 350,000 compounds, 0.13% hits; in the data active means a potency from the dose series; inconclusive means inhibition mostly from about 14% at the one dose, without a potency; inactive means the rest, 99 in 100 with inhibition below about 12%; further: strong numbers were not always called active
# inhibitors of VEEV 10K pilot screen – recorded beside inhibitors of VEEV, whose call it bears; inhibition, %; measured here: 10K pilot screen inhibition
# * marks the source's active call; other numbers are inactive results; i = inactive; ? = inconclusive; · = not tested or not shown. No enrichment for hits (roughly 1.4% active in at least one column).
SMILES,H1N1 NS1A inhibition,tuberculosis growth,Salmonella PhoP GFP,M. tuberculosis HTS,inhibitors of VEEV,others
CCCC1=C(C(=O)OCC)C(c2ccc(NC(C)=O)cc2)NC(=O)N1 (configuration not stated),5%,15%,-10%,-4%,i,
Cc1cc(NC(=O)NC(=O)c2ccccc2NC(=O)CN(C)C)ccc1Oc1ncc(Br)cn1,-22%,·,·,·,12%,
c1ccc(-c2ccnc3ncnn23)nc1,-5%,9%,-5%,-1%,i,
Cc1ccc(Nc2nnc(SCC(=O)Nc3cccnc3Cl)s2)cc1C,3%,?,-2%,?,i,
CC(=O)N(c1ccc2oc(=O)sc2c1)S(=O)(=O)c1ccc(C)cc1,-7%,12%,-18%,13%,0.8%,
CC(C)=CC(=O)Nc1cccc(S(=O)(=O)NC2=NCCCCC2)c1,-18%,6%,·,6%,0.8%,
CSc1sc(C(=O)O)c2c1C(=O)CC(C)(C)C2,1%,-6%,-7%,5%,0.4%,inhibitors of VEEV 10K pilot screen=0.9
O=C(COc1ccccc1)Nc1cccc(-c2cn3cccnc3n2)c1,16%,6%,-4%,-2%,3.8%,
O=C(NCCO)c1cc2c([nH]c3ccccc32)c(-c2ccccc2)n1,8%,-21%,-3%,7%,14%,
CCc1ccc(N(C(=O)c2snc(C(N)=O)c2N)C(C(=O)NCC2CCCO2)c2ccco2)cc1 (configuration not stated),-1%,-9%,-2%,4%,11%,
O=C(CSc1ccc(-c2ccccc2)nn1)NC1CCCCC1,4%,49%,1%,-7%,2.8%,
CC(C)N1CCN(Cc2ccncc2)CC1CCO (configuration not stated),-4%,9%,-4%,6%,0.2%,
CC1(OC(=O)C2CCCC2)C(=O)C=C2C=C(c3ccc(C#N)cc3)OC=C2C1=O (configuration not stated),1%,26%,-4%,14%,0.7%,
COc1cccc(CCC2C(=O)CCCC2=O)c1,-7%,·,·,·,1.0%,
COc1ccc(NC(=O)c2cn(CCC#N)nc2-c2cccc([N+](=O)[O-])c2)cc1,18%,14%,1%,8%,0.5%,
O=c1[nH]c(CN2CCOCC2)nc2scc(-c3ccccc3)c12,-7%,11%,-22%,8%,0.7%,
COc1ccc(N2CC(C(=O)OCC(=O)Nc3cc(C)on3)CC2=O)cc1 (configuration not stated),-4%,-11%,1%,-8%,0.1%,
O=C(c1ccccc1)c1nn(-c2ccc(Cl)cc2)cc1C(=O)c1cc2ccccc2oc1=O,-7%,62%,-5%,100%,i,
Cc1ccc(CN(Cc2ccco2)C(=S)Nc2ccccc2C)cc1,-10%,10%,-14%,28%,0.7%,
O=C(NC1CCCC1)C(c1ccncc1)N(C(=O)Cc1cccs1)c1ccccc1 (configuration not stated),-9%,8%,-11%,3%,0.5%,
O=C(COC(=O)C1COc2ccccc2O1)NC(=O)Nc1ccc2c(c1)OCCO2 (configuration not stated),4%,-8%,5%,?,0.3%,
CCC(ONc1ccccc1C(F)(F)F)(C(=O)NN(C)C)c1ccccc1 (configuration not stated),11%,?,·,15%,2.1%,
O=C(Nc1ccn(Cc2c(F)c(F)cc(F)c2F)n1)c1cccc(Cn2cc([N+](=O)[O-])cn2)c1,5%,-16%,-13%,-6%,i,
O=C(NS(=O)(=O)Oc1ccc(F)cc1F)OC[C@@H]1CCCN2CCCCC12 (some centres not stated),0%,-8%,9%,9%,7.5%,
COc1cccc(NC(=S)N2CCCC2)c1,-6%,-4%,-3%,-4%,0.1%,

# Arranged by number of heavy atoms (smallest number first): part of the list above.
SMILES,H1N1 NS1A inhibition,tuberculosis growth,Salmonella PhoP GFP,M. tuberculosis HTS,inhibitors of VEEV,others
CC(=O)N(c1ccc2oc(=O)sc2c1)S(=O)(=O)c1ccc(C)cc1,-7%,12%,-18%,13%,0.8%,
Cc1ccc(CN(Cc2ccco2)C(=S)Nc2ccccc2C)cc1,-10%,10%,-14%,28%,0.7%,
CCC(ONc1ccccc1C(F)(F)F)(C(=O)NN(C)C)c1ccccc1 (configuration not stated),11%,?,·,15%,2.1%,
O=C(NC1CCCC1)C(c1ccncc1)N(C(=O)Cc1cccs1)c1ccccc1 (configuration not stated),-9%,8%,-11%,3%,0.5%,
O=C(c1ccccc1)c1nn(-c2ccc(Cl)cc2)cc1C(=O)c1cc2ccccc2oc1=O,-7%,62%,-5%,100%,i,
CCc1ccc(N(C(=O)c2snc(C(N)=O)c2N)C(C(=O)NCC2CCCO2)c2ccco2)cc1 (configuration not stated),-1%,-9%,-2%,4%,11%,

# Remaining list, next part
SMILES,H1N1 NS1A inhibition,tuberculosis growth,Salmonella PhoP GFP,M. tuberculosis HTS,inhibitors of VEEV,others
COc1ccc(S(=O)(=O)NCc2ccccn2)cc1OC,-7%,-10%,-1%,3%,3.1%,
CCC(C)NC(=O)CCc1c(C)nc2nc(-c3cc(OC)cc(OC)c3)nn2c1C (configuration not stated),-39%,-3%,-9%,-11%,11%,
Cc1cc(C)c(NC(=O)CS(=O)CC(=O)N2CCN(c3ccc(F)cc3)CC2)c(C)c1 (configuration not stated),-1%,-2%,-11%,-11%,i,
Cc1ccc(-c2nc3c(=O)n(C)c4ccccc4c3o2)cc1,2%,15%,-9%,-9%,6.8%,inhibitors of VEEV 10K pilot screen=5.6
CC(CCc1ccccc1)NC(=O)CNc1cccc([N+](=O)[O-])c1 (configuration not stated),1%,31%,5%,5%,i,
Cc1ccc(Nc2nc(NCCCN3CCOCC3)nc(N)c2[N+](=O)[O-])cc1C,-4%,44%,-3%,7%,0.7%,
CCNS(=O)(=O)c1cc(Br)ccc1OC,-1%,-4%,22%,1%,3.6%,
NS(=O)(=O)c1ccc(CNC(=O)C2CCCN2C(=O)c2cccs2)cc1 (configuration not stated),6%,3%,·,6%,0.5%,
O=C(NC1CCS(=O)(=O)C1)N1CCCCC1 (configuration not stated),0%,-2%,-2%,2%,1.5%,
CCOc1cc2c(cc1OCC)C(C(=O)O)C(c1cc(OC)c(OC)c(OC)c1)N(C)C2=O (configuration not stated),5%,-7%,3%,-3%,2.8%,inhibitors of VEEV 10K pilot screen=3.3
CCCCOc1ccccc1Cn1c(=O)oc2ccccc21,6%,11%,-26%,-1%,0.9%,
COc1ccc(NC(=O)Cn2nc(C)c([N+](=O)[O-])c2C)cn1,0%,1%,4%,-1%,1.8%,
O=S(=O)(Cc1ccccc1)c1ccccc1-c1nnc(-c2ccccc2)o1,-3%,-4%,-1%,3%,2.0%,
Cc1ccc(Cn2ncc3c(N4CCOCC4)ncnc32)cc1,-2%,-1%,-3%,-9%,1.2%,
CCCn1c(CCC(=O)O)nc2cc(S(N)(=O)=O)ccc21,-3%,-8%,-15%,-6%,1.3%,
C/C(=N\O)c1oc2ccc3c(C)cc(=O)oc3c2c1C,·,-8%,-6%,10%,·,
CCn1c(SCC(=O)Nc2ccc(S(=O)(=O)Nc3ccccn3)cc2)nnc1-c1ccncc1,2%,-16%,5%,-2%,0.9%,
Cc1onc(-c2ccccc2Cl)c1C(=O)Nc1c(C)n(C)n(-c2ccccc2)c1=O,-10%,-5%,-6%,4%,i,
O=C1NC(NS(=O)(=O)c2ccc(Cl)cc2)(C(F)(F)F)C(=O)N1Cc1cccnc1 (configuration not stated),0%,-2%,-4%,-6%,0.9%,
Nc1nncn1C(=O)c1cc(Br)ccc1Cl,3%,-18%,5%,2%,0.6%,inhibitors of VEEV 10K pilot screen=0.3
CC(=O)Cc1nsc(NC(=O)c2ccc(Cl)cc2Cl)n1,4%,4%,6%,-8%,1.2%,
CNC(=O)NC(=O)COC(=O)c1ccccc1OCc1ccccc1,-5%,15%,0%,4%,11%,
Cc1onc(-c2c(Cl)cccc2Cl)c1NC(=O)NN(C)c1ccc([N+](=O)[O-])cn1,0%,6%,-8%,11%,i,
O=C(Nc1cccnc1)c1cc(-c2cccc(Cl)c2)on1,-8%,72%,12%,-11%,0.9%,
COc1ccc(-c2nc(CS(=O)CC(=O)N3CCOCC3)c(C)o2)cc1OC (configuration not stated),3%,-12%,-8%,1%,1.8%,

# Pulled by compound from above, 3 records:
SMILES,H1N1 NS1A inhibition,tuberculosis growth,Salmonella PhoP GFP,M. tuberculosis HTS,inhibitors of VEEV,others
Cc1onc(-c2c(Cl)cccc2Cl)c1NC(=O)NN(C)c1ccc([N+](=O)[O-])cn1,0%,6%,-8%,11%,i,
Cc1ccc(Nc2nc(NCCCN3CCOCC3)nc(N)c2[N+](=O)[O-])cc1C,-4%,44%,-3%,7%,0.7%,
CCOc1cc2c(cc1OCC)C(C(=O)O)C(c1cc(OC)c(OC)c(OC)c1)N(C)C2=O (configuration not stated),5%,-7%,3%,-3%,2.8%,inhibitors of VEEV 10K pilot screen=3.3

# Continued.
SMILES,H1N1 NS1A inhibition,tuberculosis growth,Salmonella PhoP GFP,M. tuberculosis HTS,inhibitors of VEEV,others
COc1ccccc1C(=O)NCC(=O)Nc1ccc2c(c1)OCO2,-3%,·,·,·,9.2%,
Cc1ccccc1CN1CCN(CC2CC2)CC1CCO (configuration not stated),0%,8%,9%,-4%,1.3%,
Cc1cccc(NC(=O)c2ccc3c(c2)C(=O)N(Cc2cccnc2)C3=O)c1C,-7%,-5%,-8%,-14%,0.7%,
COCCNC(=O)C(C)N1c2cccc3cccc(c23)S1(=O)=O (configuration not stated),-1%,5%,-16%,0%,1.4%,
C[C@H](CO)N1C[C@H](C)[C@@H](CN(C)C(=O)Nc2ccccc2)Oc2ccc(NC(=O)C3CC3)cc2C1=O,5%,-2%,·,-10%,0.2%,
Cc1cc(C)c(C)c(S(=O)(=O)N2CCC(C(=O)NNC(=O)c3ccccc3O)CC2)c1C,1%,-7%,-4%,2%,6.5%,
O=C(c1ccco1)N1CCN(CCOCCOc2cccc3ccccc23)CC1,-7%,6%,-13%,-10%,0.5%,
CCOC(=O)Cn1c(=O)oc2cc(S(=O)(=O)N3CCc4ccccc43)ccc21,0%,·,-15%,1%,1.7%,
CS(=O)(=O)c1ccc([C@@H](O)[C@@H](CO)NC(=O)C(Cl)Cl)cc1,7%,58%,33µM*,?,2.1%,
O=C(c1ccccc1)c1ccc(Cn2cc(-c3ccccc3)nn2)cc1,-8%,18%,-3%,53%,i,
O=C1Nc2ccccc2Nc2ccccc21,3%,-23%,-3%,6%,0.4%,
CC(C)Oc1ccc(S(=O)(=O)N2CCOCC2)cc1NC(=O)C1=NN(c2ccccc2)C(=O)CC1,-2%,·,·,·,6.0%,
CCOC(=O)C1=C(C)N(CCCC(=O)O)C(=O)NC1c1ccc(Cl)cc1 (configuration not stated),-12%,-5%,-30%,3%,0.1%,inhibitors of VEEV 10K pilot screen=1.5
COc1ccccc1CN1CCN(S(=O)(=O)c2ccc(C)cc2)CC1,3%,-6%,6%,-2%,i,
O=C(O)/C=C/C(=O)Nc1ccc(O)cc1,-12%,-2%,-9%,-7%,2.2%,
Cc1ccsc1C(=O)NCCC(c1ccccc1)c1ccccc1,0%,24%,-2%,1%,i,
COc1ccc(Nc2nc(NCc3ccco3)nc(N/N=C/c3ccccc3)n2)cc1,1%,49%,6%,?,8.3%,
CC(C)CC(=O)NC(c1ccccc1Cl)c1c(O)ccc2ccccc12 (configuration not stated),8%,46%,4%,10%,5.0%,
COC(=O)c1cccc(N(C(=O)c2ccco2)C(C(=O)NC2CCCC2)c2ccc(N3CCOCC3)cc2)c1 (configuration not stated),5%,4%,14%,-6%,0.1%,
CN(Cc1ccccc1)C(=O)c1ccc(NC(=O)Cc2ccc([N+](=O)[O-])cc2)cc1,-12%,52%,·,17%,0.4%,
Cc1ccc(-n2nc3c(=O)n(CCCC(=O)NCC(C)c4ccccc4)nc(C)c3c2C)cc1 (configuration not stated),-3%,17%,-18%,1%,i,
COc1cccc(OC)c1C(=O)Nc1ccc2c(c1)OCCO2,-1%,4%,14%,4%,1.3%,
O=C(CC1C[C@H](C(=O)N2CCOCC2)[C@@]2(CCC3CCCC3)c3[nH]c4ccccc4c3CCN2C1=O)NCCC1=CCCCC1 (some centres not stated),-4%,6%,·,3%,i,
COc1cccc(CNC(=O)C(CC(C)C)NC(=O)c2ccccc2C)c1 (configuration not stated),-6%,-4%,-2%,6%,1.1%,
COc1ccccc1OCC(=O)Nc1ccc2c(c1)C(=O)N(CC1CCCO1)C2=O (configuration not stated),-1%,8%,0%,-10%,0.6%,
Nc1nnnn1/N=C/c1ccccn1,3%,-11%,-14%,-6%,0.0%,
COc1ccc(OCC(=O)NC(=S)Nc2ccccc2F)cc1,-4%,20%,6%,-3%,0.9%,
Cn1nnc2cc(C(=O)N3CCC(c4ccccc4)C3)ccc21 (configuration not stated),2%,-2%,8%,-6%,2.0%,
CCC1(C)SC(N)=NN1C(C)=O (configuration not stated),1%,5%,-6%,8%,0.3%,
CCN1CCN(C(=S)Nc2ccc([N+](=O)[O-])cc2)CC1,7%,42%,0%,-3%,i,
